14-3-3 Bad inh: disrupts binding of bovine 14-3-3 zeta to phospho-Bad peptide; P63103; TR-FRET 14-3-3zeta/Dy647-pBad peptide displacement, 1 h; inhibition, % at 21.7 µM; 220,000 tested, 0.71% active; AID 781;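 active = inhibition above about 70%, limit read from the data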;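 note: 0% = full 14-3-3 plus peptide FRET controls and 100% = background without 14-3-3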
Target sequence (P63103 whole entry, looked up): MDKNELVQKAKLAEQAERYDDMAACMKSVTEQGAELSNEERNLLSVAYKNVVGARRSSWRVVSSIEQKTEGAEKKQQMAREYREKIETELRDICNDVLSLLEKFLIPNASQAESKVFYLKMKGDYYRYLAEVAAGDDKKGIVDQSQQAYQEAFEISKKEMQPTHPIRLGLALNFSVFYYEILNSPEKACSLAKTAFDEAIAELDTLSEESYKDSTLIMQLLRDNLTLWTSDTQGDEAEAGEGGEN
PPC-1+TRAIL kill: compounds killing PPC-1 cancer cells with TRAIL present (potentiator screen, no TRAIL-free arm); cell killing (% activity), % at 4 µM; PPC-1 cells + TRAIL, ATPLite viability luminescence; AID 1443; 220,000 tested, 0.41% active;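 active = cell killing above 50% in the first pass at 4 µM, then a duplicate retest at 5 µM averaging 50% or more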;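 note: plate controls were cells with TRAIL plus DMSO for no effect and medium-only wells lacking cells for full effect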
zfTRPN1 agonist: activates the zebrafish TRPN1 channel | HEK293 zebrafish TRPN1-YFP, Fluo-8 calcium fluorescence; 100% = response to 87 µM carbachol | activation, % at 3 µM | 220,000 tested, 0.18% active | AID 1424;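 active = activation above its plate's cutoff, the mean activation of test wells on that plate plus 3 SD, cut at about 19% in these data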;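 note: 0% = DMSO alone and 100% = 87 µM carbachol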
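Material – zebrafish TRPN1-YFP in HEK293 cells · Doses – 3 µM single point · Schedule – dye 1 h 37 °C plus 30 min RT · Signal – Fluo-8 calcium fluorescence, excitation 470-495 nm, emission 515-575 nm · Read-out – % activation versus carbachol response · Control set – carbachol high, DMSO low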
CHOP inh: blocks CHOP induction under ER stress | CHO-K1 CHOP-promoter luciferase, tunicamycin-induced, 15-18 h | inhibition, % at 10 µM | 220,000 tested, 3.8% active | AID 2732;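 active = compounds that reduced the stress-induced luciferase reporter signal by more than about 70% of percent inhibition, limit read from the data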;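 note: 0% = tunicamycin plus vehicle and 100% = wells without tunicamycin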
NPY-Y1 antag: NPY-Y1 (human) receptor antagonism. 200,000 tested, 1% active. P25929. inhibition, % at 3.6 µM. HEK293-CNG Y1 cells, membrane potential fluorescence; NPY at EC95, then isoproterenol. AID 1040;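 active = inhibition above the campaign mean inhibition of all tested compounds plus 3 SD, cut at about 20% in these data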;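 note: 0% = DMSO wells given NPY plus isoproterenol and 100% = isoproterenol alone without NPY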
Target sequence (P25929 whole entry, looked up): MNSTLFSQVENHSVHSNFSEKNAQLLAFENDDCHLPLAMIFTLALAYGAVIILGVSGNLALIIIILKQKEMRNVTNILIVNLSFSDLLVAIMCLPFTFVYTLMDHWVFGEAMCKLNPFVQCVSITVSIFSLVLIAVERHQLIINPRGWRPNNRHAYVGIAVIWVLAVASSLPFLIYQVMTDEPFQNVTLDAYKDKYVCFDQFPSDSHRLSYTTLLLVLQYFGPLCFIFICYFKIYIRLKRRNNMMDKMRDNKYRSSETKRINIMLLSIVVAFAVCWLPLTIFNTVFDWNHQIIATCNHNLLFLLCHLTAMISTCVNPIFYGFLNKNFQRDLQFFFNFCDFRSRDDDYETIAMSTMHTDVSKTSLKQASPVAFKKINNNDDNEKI
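Material: HEK293 cells co-expressing NPY Y1 receptor and cyclic-nucleotide gated channel. Timing: compound incubation 1 h at room temperature, readout 45 min post-stimulation. Signal: fluorescence, membrane potential probe.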
EP2 modulator: modulators of human EP2 prostaglandin E2 receptor; P43116; EP2-expressing cells, cAMP HTRF FRET, PGE2 co-stimulation; induction, % at 25 µM; 260,000 tested, 0.83% active;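 active = compounds whose cAMP rise, as percent of the full-agonist control response, exceeds 60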;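 note: rat C6 glioma line stably carrying human EP2 under a CMV promoter; the protocol text gives 20 µM as final concentration; 100% = response of wells given 1 µM PGE2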
Target sequence (P43116 whole entry, looked up): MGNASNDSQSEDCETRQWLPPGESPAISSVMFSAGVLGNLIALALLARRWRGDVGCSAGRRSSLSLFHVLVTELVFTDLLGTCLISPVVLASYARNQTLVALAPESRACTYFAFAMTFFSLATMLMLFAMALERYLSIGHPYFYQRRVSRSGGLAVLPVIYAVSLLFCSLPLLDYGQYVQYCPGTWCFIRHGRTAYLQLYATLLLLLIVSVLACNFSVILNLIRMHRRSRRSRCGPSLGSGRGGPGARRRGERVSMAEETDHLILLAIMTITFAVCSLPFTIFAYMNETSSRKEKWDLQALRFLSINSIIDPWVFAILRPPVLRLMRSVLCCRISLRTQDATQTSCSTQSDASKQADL
PGE2 EP2 inh: EP2 receptor (human) inhibition; P43116; C6 glioma cells expressing human EP2, cAMP TR-FRET; cells stimulated with saturating PGE2; inhibition, % at 25 µM; 260,000 tested, 0.52% active; AID 1422;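 active = percent inhibition above 40 after rounding to a whole number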;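 note: rat C6 glioma host cells with rolipram phosphodiesterase inhibitor present; the protocol text gives 20 µM as final concentration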
NPY1 pot ag: potentiates or activates human NPY-Y1 receptor; P25929; NPY-Y1 expressing cells, potentiator/agonist activation; activation, % at 3.6 µM; 220,000 tested, 0.37% active; AID 1304; in the data active = activation above about 33%, passing the limit was not always enough;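 note: cells stimulated with NPY at EC10 then isoproterenol at EC100; 0% = low agonist plus stimulus and 100% = saturating agonist plus stimulus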
TRPML3 agonist: agonists of human TRPML3 channel; Q8TDD5; activation, % at 3 µM; HEK293 TRPML3-YFP, Fluo-8 calcium fluorescence; 100% = the carbachol control signal; 220,000 tested, 0.29% active;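 active = activation above its plate's cutoff, the mean activation of the plate's test wells plus 3 SD, cut at about 12% in these data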;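 note: 0% = DMSO only wells and 100% = carbachol wells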
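Test system – HEK293 line with stable expression of human TRPML3-YFP channel · Control set – carbachol 87 µM final as high control (100%), DMSO as low control (0%) · Signal – Fluo-8 calcium dye fluorescence, ex 470-495, em 515-575 nm · Incubation – 1-h 37 °C dye load, 5-s basal, 120-s post-compound reads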
* marks the source's active call; other numbers are inactive results; . = not tested or not shown; & = joins results of further samples; [ ] = another dose, or the depositor's remark. Not all compounds are listed, so the mix of outcomes need not match the whole.

Sample of the layout, four compounds:
#1 O=C(C[n+]1cc(-c2ccc(Cl)c(Cl)c2)n2c1CCC2)N1c2ccccc2Sc2ccccc21
#2 CC1CCN(CCNC(=O)c2ccc(NC(=O)C3CCCO3)cc2)CC1 (configuration not stated)
#3 COC(=O)c1c(NC(=O)COC(=O)c2ccc(O)cc2)sc2c1CCCCC2
#4 COC(CNC(=O)Cn1ncc2ccsc2c1=O)OC
Screen / compound no.	1	2	3	4
14-3-3 Bad inh	-7	-5	42	-4
PPC-1+TRAIL kill	0	4	-4	9
zfTRPN1 agonist	-2.3	0.6	2.3	-1.2
CHOP inh	11	9	56	25
NPY-Y1 antag	5	1	4	3
EP2 modulator	10	0	25	9
PGE2 EP2 inh	6	7	8	4
NPY1 pot ag	-7	-8	2	6
TRPML3 agonist	-0.2	1.0	0.3	0.9

The listing, from the first entry:
#1 O=C(C[n+]1cc(-c2ccc(Cl)c(Cl)c2)n2c1CCC2)N1c2ccccc2Sc2ccccc21
#2 CC1CCN(CCNC(=O)c2ccc(NC(=O)C3CCCO3)cc2)CC1 (configuration not stated)
#3 COC(=O)c1c(NC(=O)COC(=O)c2ccc(O)cc2)sc2c1CCCCC2
#4 COC(CNC(=O)Cn1ncc2ccsc2c1=O)OC
#5 COc1ccc(-c2nnc(SCCC(=O)O)n2C)cc1OC
#6 O=C(Nc1ccc2c(c1)N(Cc1ccccc1)C(=O)c1ccccc1S2)NC1CC1
Screen / compound no.	1	2	3	4	5	6
14-3-3 Bad inh	-7	-5	42	-4	1	-5[fluorescence artefact?]
PPC-1+TRAIL kill	0	4	-4	9	27	26
zfTRPN1 agonist	-2.3	0.6	2.3	-1.2	-0.3	0.3
CHOP inh	11	9	56	25	54	-12
NPY-Y1 antag	5	1	4	3	-1	-3
EP2 modulator	10	0	25	9	23	-13
PGE2 EP2 inh	6	7	8	4	10	8
NPY1 pot ag	-7	-8	2	6	-1	4
TRPML3 agonist	-0.2	1.0	0.3	0.9	0.1	0.7

#7 CCCC(C)C(=O)N(Cc1ccccc1)c1ccccn1 (configuration not stated)
#8 O=C(CN1CCC(C(=O)c2ccc3c(c2)OCCO3)CC1)NC1CCCC1
#9 CCOC(=O)C1=C(C)N(C)C(=O)C1CC(=O)O (configuration not stated)
#10 CCOc1cc(C2NN=C(c3ccc(C)cc3)S2)ccc1O (configuration not stated)
#11 CCOC(=O)c1cnn(-c2ccccc2)c1-n1cccc1C(=O)C(=O)Nc1ccccc1C(F)(F)F
#12 CCCCOC(=O)Nc1ccc(C(N)=O)cc1
Screen / compound no.	7	8	9	10	11	12
14-3-3 Bad inh	-3	-2	-4	10	20	3[fluorescence artefact?]
PPC-1+TRAIL kill	-5	6	-22	18	24	-3
zfTRPN1 agonist	0.0	2.6	-0.9	1.0	-0.5	0.6
CHOP inh	-6	55	5	-50	4	-37
NPY-Y1 antag	2	1	6	3	16	-4
EP2 modulator	15	3	5	-3	56	-11
PGE2 EP2 inh	9	5	14	10	10	16
NPY1 pot ag	-6	3	-11	-11	7	0
TRPML3 agonist	0.1	0.7	0.4	-0.1	0.2	0.2

#13 COC(=O)c1sc(-c2ccccc2)cc1NC(=O)c1ccc(OC)cc1
#14 CCn1c(SC(C)C)nnc1-c1cc(-c2ccccc2)sc1N
#15 NNC(=O)c1sc(-c2ccccc2)cc1N
#16 Cc1ccc(NC(=O)NCc2c(C)nn(C)c2C)cc1Cl
#17 CC(=O)Nc1ccc(C(=O)OCC(=O)N(Cc2ccccc2)C(C)(C)C)cc1
#18 CC(C)(C)C(=O)COC(=O)c1ccc(O)cc1
Screen / compound no.	13	14	15	16	17	18
14-3-3 Bad inh	-6	-3	-8	5	-9[fluorescence artefact?]	-9
PPC-1+TRAIL kill	19	28	6	10	8	-3
zfTRPN1 agonist	1.5	-0.3	-1.2	1.2	0.3	-0.3
CHOP inh	46	30	-4	-1	12	14
NPY-Y1 antag	2	-8	1	1	7	4
EP2 modulator	10	-4	-50	-14	6	-4
PGE2 EP2 inh	8	6	8	5	5	10
NPY1 pot ag	12	9	0	5	0	-1
TRPML3 agonist	0.7	-1.9	0.2	0.9	-0.2	0.7

#19 Cc1nc2ccc(NC(=O)Cc3cccc(F)c3)cc2s1
#20 Cn1nccc1NC(=O)c1nccnc1C(=O)O
#21 O=C(NC1CCCCC1)C1CCN(C(=O)NCc2ccccc2)CC1
#22 O=C(CNC(=O)c1cccs1)NCC(=O)OCc1ccccc1Br
#23 O=C(NCCN1C(=O)S/C(=C\c2ccc(Cl)c(Cl)c2)C1=O)c1cnccn1
#24 O=C(CCC1CCCCC1)NNC(=O)NC12CC3CC(CC(C3)C1)C2
Screen / compound no.	19	20	21	22	23	24
14-3-3 Bad inh	-2	-3	6	-1	-13	1
PPC-1+TRAIL kill	3	-13	3	-5	31	17
zfTRPN1 agonist	-1.2	0.4	2.0	-0.7	0.8	0.1
CHOP inh	-17	0	3	1	50	29
NPY-Y1 antag	-4	.	-2	10	13	-1
EP2 modulator	-41	-6	37	-3	-5	12
PGE2 EP2 inh	2	9	3	6	3	10
NPY1 pot ag	7	11	-9	-9	-8	7
TRPML3 agonist	0.0	-0.5	0.7	-0.2	0.1	-0.2

#25 CCOC(=O)CC(=O)CSc1nc(-c2ccccc2)cc(-c2ccccc2)c1C#N
#26 c1ccc(Cn2nnc3c(N4CCC5(CC4)OCCO5)ncnc32)cc1
#27 C=CCNC(=O)c1ccc(C2SCC(=O)N2Cc2ccccc2)cc1 (configuration not stated)
#28 CCC[N+](C)(C)C(C)C(OC(C)=O)c1ccccc1 (configuration not stated)
#29 N=C1/C(=C/c2cccn2Cc2ccc(Cl)cc2)C(=O)N=C2SC=CN12
#30 CCOc1ccc(/C=C2\NC(=S)NC2=O)cc1
Screen / compound no.	25	26	27	28	29	30
14-3-3 Bad inh	-10	4	-3	2	25	-3
PPC-1+TRAIL kill	6	-7	3	24	-5	13
zfTRPN1 agonist	1.9	2.4	0.9	2.4	1.8	-1.2
CHOP inh	23	-24	4	3	55	8
NPY-Y1 antag	10	2	4	.	-9	.
EP2 modulator	28	15&-28	-2	14	-4	31
PGE2 EP2 inh	7	8&13	8	8	2	3
NPY1 pot ag	0	-3	0	-8	-3	5
TRPML3 agonist	1.1	1.1	0.3	0.1	0.9	-0.7

#31 CCOc1ccc(C(=O)NC(C(=O)NCc2ccccc2OC)C(C)C)cc1 (configuration not stated)
#32 O=C(N/N=C/c1ccccc1OC(=O)c1ccc2c(c1)OCO2)c1cccc(F)c1
#33 CCN1N=C(c2cc(Cl)sc2Cl)CSC1=O
#34 CN1c2ccccc2C(C)(C)C12CCCC(=O)N2 (configuration not stated)
#35 CCCOc1ccc2c(C)c(CC(=O)OC)c(=O)oc2c1
#36 Cc1ccccc1-c1n[nH]c(=S)n1/N=C/c1ccc(-c2ccccc2Br)o1
Screen / compound no.	31	32	33	34	35	36
14-3-3 Bad inh	0	-3	0	0	15	-9
PPC-1+TRAIL kill	10	6	17	16	17	25
zfTRPN1 agonist	-1.9	1.9	-1.2	0.1	-0.4	-2.7
CHOP inh	20	0	12	-7	-8	73*
NPY-Y1 antag	5	21*	2	3	-1	0
EP2 modulator	25	-18	39	13	29	77*
PGE2 EP2 inh	11	3	2	21	9	11
NPY1 pot ag	1	-25	-22	-1	-4	1
TRPML3 agonist	0.3	0.6	0.4	0.5	0.6	0.6

#37 O=C(CCCc1nc(-c2ccccc2)no1)N1CCOCC1
#38 CC(C)c1nn(-c2cc(C(F)(F)F)ccn2)c(=O)o1
#39 O=C1COc2ccc(C(=O)c3ccccc3C(=O)NCc3ccccc3)cc2N1
#40 COC(=O)c1nn(-c2ccccc2)c(Sc2ccc(Br)cc2)c1/C=N/O
#41 COc1ccc(C(C(=O)NC2CCCCC2)N(Cc2ccco2)C(=O)CNC(=O)c2ccco2)cc1 (configuration not stated)
#42 O=C(CSc1nc(-c2ccc(F)cc2)cc(C(F)(F)F)n1)NCCN1CCOCC1
Screen / compound no.	37	38	39	40	41	42
14-3-3 Bad inh	3	-8	2	7[fluorescence artefact?]	15	2
PPC-1+TRAIL kill	5	2	17	1	.	10
zfTRPN1 agonist	0.3	3.4	0.7	-0.4	0.9	-0.5
CHOP inh	20	14	2	20	4	23
NPY-Y1 antag	-2	.	-4	2	-2	-2
EP2 modulator	0	-6	2	25	19	-10
PGE2 EP2 inh	5	9	20	14	6	18
NPY1 pot ag	1	15	16	-7	-9	-14
TRPML3 agonist	0.9	-0.5	0.6	-1.2	-0.3	-0.6

#43 O=C(Nc1ccc(Cl)cn1)Nc1cccs1
#44 COCC(=O)NCc1nc2ccccc2[nH]1
#45 CCOc1cc(/C=N/NC(=O)C(=O)N2CCCC2)ccc1O
#46 COc1cc(OC)cc(C(=O)O/N=C(\N)c2ccncc2)c1
#47 CCCOC(=O)Nc1cccc(C(C)=O)c1
#48 Cc1cccc(C(=O)NNC(=O)c2ccccc2C)c1
Screen / compound no.	43	44	45	46	47	48
14-3-3 Bad inh	8	-16	-13	-4	-2	-19
PPC-1+TRAIL kill	-17	-1	8	9	-2	13
zfTRPN1 agonist	-0.1	-0.7	1.6	1.9	-0.5	1.0
CHOP inh	39	-13	18	14	19	0
NPY-Y1 antag	-4	-1	-11	1	6	-2
EP2 modulator	-11	15	15	13	1	7
PGE2 EP2 inh	14	16	4	9	11	6
NPY1 pot ag	-2	9	19	5	-1	13
TRPML3 agonist	0.4	1.1	-0.7	-0.3	0.1	0.6

#49 CCCc1ncc(C(O)(c2ccccc2)c2ccccc2)n1C
#50 CCC(C)(C)C1CCC(=NNC(=S)Nc2ccccc2)CC1 (configuration not stated)
#51 CC(=O)OCCN(CCOC(C)=O)c1c(C)[nH]c(=O)[nH]c1=O
#52 CCOC(=O)c1cnn(-c2nc(-c3ccccc3)nc3c2COC(C)(C)C3)c1N
#53 CCOC(=O)N1CCC(NC(=O)c2cc(C(=O)Nc3ccc(OCC)cc3)ccc2CO)CC1
#54 COC(=O)CSc1nnc(-c2ccc(S(=O)(=O)NCc3ccccc3Cl)cc2)o1
#55 COc1cccc(-c2[nH]nc3c2C(c2ccoc2)C(C#N)=C(N)O3)c1 (configuration not stated)
#56 Cc1cc(Nc2ccc([N+](=O)[O-])cc2)nc2ccccc12
Screen / compound no.	49	50	51	52	53	54	55	56
14-3-3 Bad inh	-13	-9	2[fluorescence artefact?]	-4	3	17	-3	8
PPC-1+TRAIL kill	28	-4	-8	22	11	5	-12	16
zfTRPN1 agonist	-1.2	0.0	-0.3	2.5	0.9	0.6	1.3	-1.8
CHOP inh	15	27	-1	-33	-5	6	19	57
NPY-Y1 antag	6	3	2	3	2	-17	7	24*
EP2 modulator	36	21	18	37	5	-16	12	-10
PGE2 EP2 inh	4	7	8	10	9	11	11	2
NPY1 pot ag	0	-4	6	-9	-7	80*	-6	21
TRPML3 agonist	-0.5	0.4	0.3	0.5	-0.8	0.4	0.9	-0.3

Compound activity as filed in PubChem BioAssay.
